SR-BI HDL uptake: inhibitors of SR-BI mediated HDL lipid uptake, primary screen, ldlA[mSR-BI] cells, fluorescence, single point; ldlA[mSR-BI] CHO cells, DiI-HDL uptake fluorescence, 3 h; inhibition, % at 12.5 µM; actives 0.96% (n = 320,000); AID 488896, 2010;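 active = mean replicate inhibition of at least 70% and a set share of replicates each scoring 70 or more; inconclusive = meets just one of the two criteria; inactive = fails both criteria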;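 also: 0% = median of neutral control wells and 100% = median of positive control wells; values of inactives mirror those of a sister screen read the other way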
RTF Ca sens inh: cardiac RTF calcium sensitivity inhibitors, primary screen, biochemical, IANBD-TnC fluorescence, EC70 calcium; Troponin I, cardiac muscle (Homo sapiens) + Troponin T, cardiac muscle (Homo sapiens) + …; IANBD-labeled cardiac RTF, Ca2+ fluorescence; inhibition, % at 7.15 µM; actives 0.12% (n = 340,000);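 active = inhibition above the mean inhibition of all tested compounds plus 3 SD, cut at about 17% in these data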;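 also: assay run at fixed EC70 calcium of 1.6 mM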
C-LANA FP: inhibitors of KSHV C-LANA binding to DNA, primary screen, biochemical, fluorescence polarization, FAM-LBS DNA, MBP-C-LANA, single point. Kaposi's sarcoma herpesvirus LANA C-terminal domain (residues 932-1162) DNA binding. inhibition, % at 9 µM. actives 0.078% (n = 340,000). AID 504423, 2011;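 active = highest replicate inhibition at or above 60% at 9 µM, even if other replicates fall short; inactive = all replicates below 60% inhibition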;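 also: 0% = neutral control wells and 100% = 4 µM acridine orange control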
Keap1 Nrf2 FP: Keap1-Nrf2 protein-protein interaction inhibitors, primary screen, biochemical, fluorescence polarization, single point; Keap1 Kelch-Nrf2 peptide fluorescence polarization, 1536-well; actives 0.15% (n = 340,000); AID 504523, 2011; inhibition, % at 9.4 µM; in the data active = inhibition above about 12%; inconclusive = no clear call, values can overlap the other calls; inactive = below about 7.3%;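 also: human Keap1 Kelch domain with fluorescein labeled Nrf2 9mer peptide probe; 0% = neutral control wells and 100% = peptide positive control; higher means more block of Keap1 binding to Nrf2 peptide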
Target sequence (Q14145 whole entry, looked up, the tested form may be a part): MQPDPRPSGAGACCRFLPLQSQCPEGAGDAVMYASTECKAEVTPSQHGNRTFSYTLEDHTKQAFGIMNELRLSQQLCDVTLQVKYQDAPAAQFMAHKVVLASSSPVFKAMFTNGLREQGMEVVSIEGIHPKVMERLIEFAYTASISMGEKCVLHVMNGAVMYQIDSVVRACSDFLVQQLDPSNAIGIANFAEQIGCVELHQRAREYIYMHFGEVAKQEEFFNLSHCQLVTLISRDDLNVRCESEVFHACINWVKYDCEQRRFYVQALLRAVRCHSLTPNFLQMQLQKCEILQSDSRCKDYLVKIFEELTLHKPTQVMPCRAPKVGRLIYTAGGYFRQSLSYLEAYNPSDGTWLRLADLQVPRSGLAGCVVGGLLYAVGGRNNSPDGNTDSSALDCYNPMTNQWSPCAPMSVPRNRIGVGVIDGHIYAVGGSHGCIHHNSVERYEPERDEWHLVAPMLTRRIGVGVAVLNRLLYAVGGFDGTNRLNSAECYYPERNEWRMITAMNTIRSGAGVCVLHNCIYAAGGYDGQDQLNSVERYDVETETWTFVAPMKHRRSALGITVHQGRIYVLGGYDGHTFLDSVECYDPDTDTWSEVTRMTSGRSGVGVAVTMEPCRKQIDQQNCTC
PKA-R2B act: activators of PKA-R2B holoenzyme, primary screen, biochemical, fluorescence polarization, Cy5-IP20, human; cAMP-dependent protein kinase catalytic subunit beta (Homo sapiens) + cAMP-dependent …; PKA-R2B holoenzyme dissociation; R2B truncated from residue 108, S112A mutant; 0% DMSO only, 100% 113 µM cGMP; activation, % at 11.4 µM; actives 0.079% (n = 340,000);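 active = activation above a cutoff set at the mean over all compounds plus 3 SD, cut at about 18% in these data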;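 also: higher means more holoenzyme dissociation and a rise in polarization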
Target sequence (P31323 whole entry, looked up, other chains not shown, the tested form may be a part): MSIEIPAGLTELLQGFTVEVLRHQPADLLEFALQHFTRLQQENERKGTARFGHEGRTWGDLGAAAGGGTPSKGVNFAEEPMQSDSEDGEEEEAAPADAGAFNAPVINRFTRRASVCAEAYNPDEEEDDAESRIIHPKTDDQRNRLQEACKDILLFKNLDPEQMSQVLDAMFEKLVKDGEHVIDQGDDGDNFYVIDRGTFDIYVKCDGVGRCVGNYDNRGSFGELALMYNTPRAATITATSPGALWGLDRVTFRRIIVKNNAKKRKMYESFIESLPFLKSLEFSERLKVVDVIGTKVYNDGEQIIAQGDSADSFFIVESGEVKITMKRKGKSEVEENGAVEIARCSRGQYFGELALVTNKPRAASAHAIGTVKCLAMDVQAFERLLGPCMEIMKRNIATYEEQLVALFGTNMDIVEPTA
NSD2 inh: NSD2 histone methyltransferase inhibitors, primary screen, biochemical, AlphaScreen, single concentration, set 2; Histone-lysine N-methyltransferase NSD2 (Homo sapiens), O96028; NSD2 peptide methylation, 120 min; inhibition, % at 12.5 µM; actives 0.54% (n = 310,000); in the data active = inhibition above about 50%
PvdQ acylase: P. aeruginosa PvdQ acylase inhibitors, primary screen, biochemical, fluorescence, plate reader and imaging, single point; purified PvdQ acylase; actives 0.063% (n = 340,000); PvdQ acylase [Pseudomonas aeruginosa LESB58]; inhibition, % at 10 µM; in the data active = inhibition above about 30%, passing the limit was not always enough; inconclusive = no clear call, values can overlap the other calls;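 also: 0% = vehicle neutral wells and 100% = reference inhibitor wells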
DAGLB inh: DAGLB lipase inhibitors, primary screen, biochemical, fluorescence, HTS; Diacylglycerol lipase-beta (Homo sapiens), Q8NCG7; HEK293T DAGLB membrane lysate, EnzChek fluorogenic substrate; inhibition, % at 5.17 µM; actives 0.059% (n = 340,000); AID 504411, 2011; in the data active = inhibition above about 34%;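 also: 0% = enzyme with vehicle and 100% = wells lacking enzyme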
SR-BI uptake up: activators of SR-BI mediated DiI-HDL uptake, primary screen, ldlA[mSR-BI] CHO cells, DiI fluorescence | AID 504775, 2011 | 3 h; 100 = double the neutral-control signal | actives 0.096% (n = 320,000) | activation, % at 12.5 µM;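 active = mean replicate activation of at least 60% and every replicate at or above 60%; inconclusive = mean or all-replicate condition met, but not both; inactive = mean below 60% and not all replicates reaching 60%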;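 also: 0% = median plate neutral-control signal and 100% = twice that signal; values of inactives mirror those of a sister screen read the other way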
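Test system: SR-BI-overexpressing, LDLR-lacking CHO cells; Also added: labelled HDL, 10 µg/mL; Measured by: bottom-read cell fluorescence after medium removal, ex 550/em 595 nm; Timing: 3 h uptake period with compound, 37 °C; Buffer or medium: F12, 0.5% BSA, 25 mM HEPES; Doses: single compound concentration, delivered by pin transfer.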
Arrestin-AP2 inh: inhibitors of beta-arrestin/AP2 binding, primary screen, biochemical, GPCR trafficking, flow cytometry; AID 504490, 2011; beta-arrestin 1 C-terminal peptide binding to AP2 beta2-adaptin appendage (human); FITC-arrestin peptide / GST-AP2 beads; AP2 beta2 appendage carries R879A mutation; inhibition, % at 10 µM; actives 0.31% (n = 340,000);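 active = inhibition above a set limit, near 3 SD of compounds lacking own fluorescence, cut at about 54% in these data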;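 also: plate controls were DMSO wells for no effect and 5 µM unlabelled arrestin peptide for full effect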
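system = GST-tagged AP2 beta2-adaptin appendage (R879A) on 4 µm glutathione beads | reagent = FITC-labelled arrestin peptide probe, 50 nM final | schedule = compound with beads 12 min RT, then probe 1 h RT | signal = HyperCyt-sampled flow cytometry, FL1 channel, ex 488/em 535 nm | read-out = percent response from loss of bead-bound FITC fluorescence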
The depositor's hits bear a star. The order is random. Share with any hit: about 2.1%.

CCOC(=O)C1=C(C)NC(SCC(N)=O)=C(C#N)C1c1cccs1 (configuration not stated) was read as SR-BI HDL uptake 4, RTF Ca sens inh -3, C-LANA FP -0.1, Keap1 Nrf2 FP 2, PKA-R2B act -2, NSD2 inh -3, PvdQ acylase -3, DAGLB inh -2, SR-BI uptake up -4 and Arrestin-AP2 inh 0.
Screening C/C(CC(=O)Nc1cccnc1)=N\NC(=O)C(=O)Nc1cccc(C)c1 returned SR-BI HDL uptake 4, RTF Ca sens inh -9, C-LANA FP 0.9, Keap1 Nrf2 FP -3, PKA-R2B act -13, NSD2 inh 0, PvdQ acylase 7, DAGLB inh 1, SR-BI uptake up -4 and Arrestin-AP2 inh 21.
`COc1ccc(S(=O)(=O)Nc2cccc(-c3ccc4nncn4n3)c2)cc1` gave SR-BI HDL uptake -9, RTF Ca sens inh -6, C-LANA FP -0.9, Keap1 Nrf2 FP -2, PKA-R2B act -1, NSD2 inh 5, PvdQ acylase -15, DAGLB inh 0, SR-BI uptake up 9 and Arrestin-AP2 inh 1.
`CCNC(=S)N(Cc1cc2cc(C)c(C)cc2[nH]c1=O)C1CCCC1` gave SR-BI HDL uptake 19, RTF Ca sens inh -10, C-LANA FP -3.3, Keap1 Nrf2 FP -9, PKA-R2B act -9, NSD2 inh 4, PvdQ acylase 4, DAGLB inh -1, SR-BI uptake up -19 and Arrestin-AP2 inh 9.
`CC(C)c1cccc(C(C)C)c1OC(=O)[C@H]1OC(C(C)(C)C)=C[C@@H]1c1ccccc1` gave SR-BI HDL uptake -26, RTF Ca sens inh 1, C-LANA FP 1.1, Keap1 Nrf2 FP -5, PKA-R2B act -23, PvdQ acylase -5, DAGLB inh -7, SR-BI uptake up 26 and Arrestin-AP2 inh -7.
For Cc1cccc(N2CC(C(=O)O)CC2=O)c1C (configuration not stated) the results were RTF Ca sens inh -5, C-LANA FP 0.4, Keap1 Nrf2 FP -8, PKA-R2B act -9, NSD2 inh -4, PvdQ acylase -7, DAGLB inh -1 and Arrestin-AP2 inh 7.
Screening O=C(CCc1nc2ccccc2c(=O)[nH]1)NCc1cccc(Cl)c1 returned SR-BI HDL uptake -19, RTF Ca sens inh 1, C-LANA FP 3.8, Keap1 Nrf2 FP -1, PKA-R2B act 5, NSD2 inh -1, PvdQ acylase -4, DAGLB inh 0, SR-BI uptake up 19 and Arrestin-AP2 inh -2.
For COc1ccc2c(c1O)-c1ccccc1CCN(C)C2 the results were SR-BI HDL uptake -4, RTF Ca sens inh 2, C-LANA FP 1.1, Keap1 Nrf2 FP -1, PKA-R2B act 6, PvdQ acylase -10, DAGLB inh -4, SR-BI uptake up 4 and Arrestin-AP2 inh -1.
`O=C(CCNC(=O)c1ccccc1)Nc1ccc(Cl)c(S(=O)(=O)N2CCCCC2)c1` gave SR-BI HDL uptake 23, RTF Ca sens inh 8, C-LANA FP 1.5, Keap1 Nrf2 FP -4, PKA-R2B act -4, NSD2 inh 12, PvdQ acylase -3, DAGLB inh -1, SR-BI uptake up -23 and Arrestin-AP2 inh -12.
Screening CCN(CC)S(=O)(=O)c1cc(C)c(C)cc1OCC(=O)NC1CCCC1 returned SR-BI HDL uptake 9, RTF Ca sens inh -1, C-LANA FP -2.2, Keap1 Nrf2 FP 1, PKA-R2B act -1, NSD2 inh 1, PvdQ acylase -3, DAGLB inh -1, SR-BI uptake up -9 and Arrestin-AP2 inh 10.
For COc1ccc(NS(=O)(=O)c2cccc(NC(=O)C34CCC(CC3)C4)c2)cc1 the results were SR-BI HDL uptake 11, RTF Ca sens inh 5, C-LANA FP -1.6, Keap1 Nrf2 FP 2, PKA-R2B act -12, NSD2 inh 1, PvdQ acylase -20, DAGLB inh -8, SR-BI uptake up -11 and Arrestin-AP2 inh -3.
For COc1ccc(-c2oc(=O)c3cc(OC)c(OC)cc3c2/C=C/c2ccc(OC(C)=O)cc2)cc1 the results were SR-BI HDL uptake 58, RTF Ca sens inh -22, C-LANA FP -2.0, Keap1 Nrf2 FP -4, PKA-R2B act -11, PvdQ acylase -11, DAGLB inh -1, SR-BI uptake up -58 and Arrestin-AP2 inh 11.
`CNC(=O)COc1coc(CN2CCN(C(=O)c3ccco3)CC2)cc1=O` gave SR-BI HDL uptake -6, RTF Ca sens inh 8, C-LANA FP -0.1, Keap1 Nrf2 FP -6, PKA-R2B act -2, NSD2 inh -5, PvdQ acylase -6, DAGLB inh -2, SR-BI uptake up 6 and Arrestin-AP2 inh -3.
For Cc1nccn1CC(=O)N/N=C/c1cccs1 the results were SR-BI HDL uptake -5, RTF Ca sens inh -4, C-LANA FP 1.9, Keap1 Nrf2 FP -5, PKA-R2B act -4, NSD2 inh 15, PvdQ acylase -18, DAGLB inh 0, SR-BI uptake up 5 and Arrestin-AP2 inh 0.
`O=C(N/N=C1/CCc2ccccc21)C1CC1` gave SR-BI HDL uptake -14, RTF Ca sens inh 3, C-LANA FP 0.9, Keap1 Nrf2 FP 2, PKA-R2B act 1, NSD2 inh -1, PvdQ acylase -2, DAGLB inh 0, SR-BI uptake up 14 and Arrestin-AP2 inh -44.
Screening Cc1cc(C)n(-c2ccc(NC(=O)C3CCCCN3C(=O)c3sccc3C)cc2)n1 (configuration not stated) returned SR-BI HDL uptake 8, RTF Ca sens inh 2, C-LANA FP -0.3, Keap1 Nrf2 FP 3, PKA-R2B act 4, NSD2 inh -2, PvdQ acylase 6, DAGLB inh -4, SR-BI uptake up -8 and Arrestin-AP2 inh 22.
Screening CCN(CC)S(=O)(=O)c1ccc(Cl)c(C(=O)NC(C)C(c2cccs2)N2CCCC2)c1 (configuration not stated) returned SR-BI HDL uptake 27, RTF Ca sens inh -3, C-LANA FP 0.5, Keap1 Nrf2 FP -2, PKA-R2B act -3, PvdQ acylase 5, DAGLB inh 0, SR-BI uptake up -27 and Arrestin-AP2 inh 16.
CSCCC(NC(=O)c1ccccc1)C(=O)O (configuration not stated) was read as SR-BI HDL uptake -9, RTF Ca sens inh -13, C-LANA FP 0.6, Keap1 Nrf2 FP -3, PKA-R2B act 4, NSD2 inh -3, PvdQ acylase -12, DAGLB inh -1, SR-BI uptake up 9 and Arrestin-AP2 inh 1.
For O=C(NNC(=O)c1cccc2ccccc12)c1ccc(Cl)c(Cl)c1 the results were SR-BI HDL uptake -112, RTF Ca sens inh 1, C-LANA FP -1.5, Keap1 Nrf2 FP -7, PKA-R2B act -5, NSD2 inh -1, PvdQ acylase -10, DAGLB inh -1, SR-BI uptake up inconclusive and Arrestin-AP2 inh -13.
`Cc1nc2c(ccc3nc(NC(=O)Cc4cccc5ccccc45)sc32)s1` gave SR-BI HDL uptake 5, RTF Ca sens inh -2, C-LANA FP -1.2, Keap1 Nrf2 FP -1, PKA-R2B act 6, PvdQ acylase -11, DAGLB inh -8, SR-BI uptake up -5 and Arrestin-AP2 inh -1.
Screening Cc1cc(=O)n2nc(N3CCCC(C(=O)NCc4ccccc4Br)C3)sc2n1 (configuration not stated) returned SR-BI HDL uptake -11, RTF Ca sens inh -5, C-LANA FP 5.4, Keap1 Nrf2 FP 4, PKA-R2B act 11, NSD2 inh -5, PvdQ acylase -4, DAGLB inh -1, SR-BI uptake up 11 and Arrestin-AP2 inh 8.
`c1ccc(Oc2ccc(-c3ccnc4nc(N5CCN(c6ccccc6)CC5)nn34)cc2)cc1` gave SR-BI HDL uptake -34, RTF Ca sens inh -4, C-LANA FP -0.3, Keap1 Nrf2 FP -4, PKA-R2B act 2, NSD2 inh 0, PvdQ acylase -16, DAGLB inh -2, SR-BI uptake up 34 and Arrestin-AP2 inh 4.
Cc1nnc(SCC(=O)Nc2cccc(C(F)(F)F)c2)n1Cc1ccco1 was read as SR-BI HDL uptake -1, RTF Ca sens inh -4, C-LANA FP 1.4, Keap1 Nrf2 FP 1, PKA-R2B act -3, NSD2 inh -2, PvdQ acylase 1, DAGLB inh 0, SR-BI uptake up 1 and Arrestin-AP2 inh 12.
N#CN=C(N)c1ccccc1 was read as SR-BI HDL uptake -18, RTF Ca sens inh 10, C-LANA FP -0.7, Keap1 Nrf2 FP -2, PKA-R2B act -3, NSD2 inh 1, PvdQ acylase -16, DAGLB inh -2, SR-BI uptake up 18 and Arrestin-AP2 inh -2.
Cc1ccc(C(C)C)cc1S(=O)(=O)NCc1cccnc1 was read as SR-BI HDL uptake -21, RTF Ca sens inh -4, C-LANA FP -1.7, Keap1 Nrf2 FP -2, PKA-R2B act 3, NSD2 inh 5, PvdQ acylase -6, DAGLB inh 1, SR-BI uptake up 21 and Arrestin-AP2 inh -1.
`O=C(NN(c1ccccc1)c1ccccc1)c1ccccc1F` gave RTF Ca sens inh -4, C-LANA FP -0.8, Keap1 Nrf2 FP -2, PKA-R2B act 6, NSD2 inh 8, PvdQ acylase -7, DAGLB inh 2 and Arrestin-AP2 inh 29.
For O=C(NC1(C(=O)NC2CCCCC2)CCCCC1)c1ccccn1 the results were SR-BI HDL uptake -25, RTF Ca sens inh -13, C-LANA FP 4.3, Keap1 Nrf2 FP -4, PKA-R2B act 4, PvdQ acylase 7, DAGLB inh -3, SR-BI uptake up 25 and Arrestin-AP2 inh 6.
`Cc1cccc(NC(=S)NCc2ccco2)c1C` gave SR-BI HDL uptake 1, RTF Ca sens inh -6, C-LANA FP 0.2, Keap1 Nrf2 FP -4, PKA-R2B act -6, NSD2 inh 0, PvdQ acylase -12, DAGLB inh -2, SR-BI uptake up -1 and Arrestin-AP2 inh 4.
